Screens from PubChem.
PfHsp40 yeast: rescue of PfHsp40-mediated yeast toxicity. growth rescue, % at 12.5 µM. S. cerevisiae expressing PfHsp40, growth rescue, ATP luminescence. 340,000 tested, 0.68% active. AID 504582; in the data active means growth rescue above about 28%, passing the limit was not always enough;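 further: yeast W303a lacking pdr1 and pdr3 grown in galactose medium; growth measured after three days at 30 °C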
BH1578 lux ind: quorum light induction in luxS cqsA deficient V. cholerae. V. cholerae BH1578 lux reporter, luminescence, 6 h. activation, % at 18.7 µM. 350,000 tested, 0.16% active. AID 588436; in the data active means activation mostly above about 9.7%, no sharp cut-off; further: not every result past the cut was called active; inactives centre near 0; reference of the scale not given here
TcdB inh: TcdB glycohydrolase inhibition; TcdB glycohydrolase enzymatic assay, plate reader; 350,000 tested, 0.24% active; inhibition, % at 9.99 µM; P18177; AID 652162; in the data active means inhibition above about 10%
3CLpro inhibitor: SARS-CoV 3CLpro protease inhibition | recombinant SARS-CoV 3CLpro, quenched FRET peptide cleavage | inhibition, % at 6 µM | 290,000 tested, 0.14% active | P0C6X7 | AID 1706; in the data active means inhibition above about 12%
Y pestis TopoI: blocks Yersinia pestis topoisomerase I activity. 360,000 tested, 0.064% active. Y. pestis Topo-I cleavage product accumulation, plate reader. activity, % at 10 µM; in the data active means activity above about 50%, passing the limit was not always enough; further: inactives centre near 2
PriA SSB inh: inhibitors of Klebsiella pneumoniae PriA binding to SSB C-terminal tail; AlphaScreen SSBct-PriA binding, biotinylated peptide; 430,000 tested, 0.6% active; inhibition, % at 33 µM; AID 1272365; in the data active means inhibition mostly above about 37%, no sharp cut-off; inactive means mostly below about 20%;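 further: plate controls were negative control peptide for no effect and reference peptide for full effect; strong numbers were not always called active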
Anthrax LF prot: anthrax lethal factor protease inhibition | P15917 | multiplex microsphere protease cleavage assay, LF | inhibition, % at 10 µM | 360,000 tested, 0.12% active; further: plate controls were buffer without enzyme for full effect and enzyme alone for no effect
PrPC TRFRET: reduces human prion protein on the cell surface. P04156. cell surface PrPC, TR-FRET read-out. inhibition, % at 13.8 µM. 370,000 tested, 0.43% active; in the data active means inhibition above about 24%; further: 0% = median of the test wells and 100% = reference compound wells
BoNT A protease: inhibitors of Botulinum neurotoxin A light chain protease | multiplex microsphere protease substrate cleavage, flow cytometry | inhibition, % at 10 µM | 360,000 tested, 0.17% active; further: plate controls were buffer without enzyme for full effect and enzyme alone for no effect
The depositor's hits bear a star; i = inactive; · = not tested or not shown; & = joins results of further samples. Unless noted, no stated cut-off is given here; in the data, active means inhibition above about 30%; inconclusive means no clear call, values can overlap the other calls; inactive means below that. An excerpt (hit frequency here may not be typical).

SMILES	PfHsp40 yeast	BH1578 lux ind	TcdB inh	3CLpro inhibitor	Y pestis TopoI	PriA SSB inh	Anthrax LF prot	PrPC TRFRET	BoNT A protease
COc1ccc(Cl)c(-c2cc(C(=O)Nc3ccccc3)[nH]n2)c1	·	-0.2	0.3	·	-5.5	·	-4.4	0.8	-0.3
CC(=O)c1ccc(OCCNS(=O)(=O)c2ccc(-n3cnnn3)cc2)cc1	0.5	-0.2	1.1	-2.4	3.4	5.2	1.4	4.3	-0.3
O=C(CN1C(=O)CCC1=O)Nc1nc(-c2ccccn2)cs1	1.3	-0.3	-2.6	3.1	-4.0	51.0*	-3.6	6.3	-1.7
CN(C)S(=O)(=O)c1cc(NC(=O)COC(=O)C2CSC3(C)CCC(=O)N23)ccc1Cl (stereo not given)	0.1	i	3.1	9.8	6.4	7.4	-1.4	0.5	0.6
O=C(C1CCN(c2nnc(N3CCCC3=O)s2)CC1)N1CCN(Cc2ccc3c(c2)OCO3)CC1	1.8	·	·	4.0	2.0	5.8	-3.7	6.6	0.1
CCn1nc(CC(=O)Nc2nnc(CC(=O)N3CCOCC3)s2)c2ccccc2c1=O	1.1	-0.7	·	6.2	-5.5	3.1	0.4	5.1	-0.4
O=C(NCc1ccccn1)C1CCC(=O)N1C1CCCC1 (stereo not given)	-1.2	-0.3	1.2	0.2	7.9	-11.1	-3.4	-3.7	-1.0
CCc1cccc(C)c1NS(=O)(=O)c1cc(Br)cnc1N	-0.2	-0.3	2.0	8.2	-3.6	-15.2	1.1	9.6	-1.3
O=C(O)CC1(CC(=O)Nc2nccs2)CCCCC1	-1.3	i	2.3	·	-3.4	-1.0	-9.2	1.1	0.5
CCOC(=O)CSC1=C(C#N)C(C)C2=C(CCCC2=O)N1 (stereo not given)	0.6	i	·	0.7	-4.2	-8.0	-1.9	-4.1	0.0
COc1ccccc1NC(=O)CN1CCC(c2nc3ccccc3[nH]2)CC1	0.5	-0.4	-0.3	4.2	5.2	-7.0	2.1	-0.9	-0.1
Cc1ccc(CNC(=O)CSc2nc3[nH]ncc3c(=O)[nH]2)cc1	2.0	-3.1	4.0	-0.8	-5.9	-21.0&-0.3	4.2	1.3	0.8
OCC1(Cc2ccc(Cl)cc2)CCN(Cc2ccc(Oc3ncccn3)cc2)CC1	0.1	i	-0.1	-0.2	3.3	1.1	-6.5	7.1	-0.3
CS(=O)(=O)c1cnc(-c2ccccc2)nc1Sc1ccc(F)cc1	-1.4	-0.9	1.7	-2.8	0.6	-12.5	-14.4	0.2	0.9
CCOc1ccc(-c2nnc3n2N=C(c2ccc(OC)cc2)CS3)cc1	0.1	-16.4	·	-1.6	24.9	-9.7	3.7	-1.6	6.3
COc1ccc(NC(=O)c2cccnc2NCCc2ccccc2)cc1	3.4	0.3	·	3.0	3.2	-53.8	-1.5	7.7	0.3
CCOc1cc(C(=O)Nc2ccc(S(=O)(=O)N3CCOCC3)cc2)cc(OCC)c1OCC	-1.0	·	0.9	2.9	1.5	-3.4	-1.3	-0.4	0.5
Nc1nc2n(n1)C(c1cccc(Br)c1)CC(c1ccccc1)N2 (stereo not given)	-0.6	-0.1	2.0	0.2	7.8	-6.1	-8.6	-3.0	-0.9
O=C(/C=C/[C@H]1O[C@@H](n2cnc3c(NC(=O)c4ccccc4)ncnc32)[C@H](O)[C@@H]1O)NCCc1ccc(F)cc1	·	·	1.0	·	·	·	-2.9	7.5	-0.4
CCN(CC)CC(=O)NC12CC3CC(CC(C3)C1)C2	-0.4	i	·	2.1	5.2	0.9	-3.4	-4.5	-0.6
CC(C)NC(=O)c1cccc(Br)c1	0.5	-0.3	4.4	-0.4	5.8	-4.6	-1.2	-4.7	-0.1
Fc1ccc(-c2nc3ccc(Br)cn3c2Cc2cccc(F)c2)cc1	·	·	-4.2	·	·	·	3.3	4.9	7.4
CSc1cccc(NC(=S)Nc2ccc(F)cc2)c1	-1.8	i	1.8	1.4	3.1	-6.3	·	5.6	·
COc1ccccc1NC(=S)N(CCCN1CCOCC1)Cc1cn(C)c2ccccc12	1.0	-0.3	-1.6	0.8	27.8	20.4	-1.4	-7.4	-0.9
CCc1nc2nc(C)cc(C)n2c1Nc1ccc(OC)cc1	·	·	-5.4	·	·	·	2.9	3.9	-0.2
Cc1cc(C)n(-c2nc(SCCN(C)C)c3c4c(sc3n2)CCCC4)n1	10.2	-0.9	·	-1.1	35.4	22.5	-2.4	-3.0	-7.3
Nc1nc2c(s1)CCc1c-2cnn1-c1ccccc1	4.2	i	·	0.3	3.1	4.0	3.4	·	6.6
Cc1cc(C)nc(SCc2ccc(C(=O)N/N=C/c3ccco3)cc2)n1	-1.1	-0.4	1.2	1.4	-3.6	·	-5.9	5.5	-0.2
Cc1ccsc1C(=O)NNC(=O)c1cccc(S(=O)(=O)N2CCCC2)c1	-0.1	-1.2	0.2	·	2.8	-1.5	-7.2	8.5	-1.0
CCC(C)NC(=O)Cn1cc(S(=O)(=O)N2CCCC2)c(S(=O)(=O)N2CCCC2)c1 (stereo not given)	-0.4	-0.4	0.0	-1.5	-6.7	-2.8	1.6	-0.2	0.5

Entries of single compounds, quoted from the list.
`Cc1cc(C)n(-c2nc(SCCN(C)C)c3c4c(sc3n2)CCCC4)n1` in the list: PfHsp40 yeast = 10.2; BH1578 lux ind = -0.9; TcdB inh = ·; 3CLpro inhibitor = -1.1; Y pestis TopoI = 35.4; PriA SSB inh = 22.5; Anthrax LF prot = -2.4; PrPC TRFRET = -3.0; BoNT A protease = -7.3
`Fc1ccc(-c2nc3ccc(Br)cn3c2Cc2cccc(F)c2)cc1` in the list: PfHsp40 yeast = ·; BH1578 lux ind = ·; TcdB inh = -4.2; 3CLpro inhibitor = ·; Y pestis TopoI = ·; PriA SSB inh = ·; Anthrax LF prot = 3.3; PrPC TRFRET = 4.9; BoNT A protease = 7.4

Additional compounds follow:
SMILES	PfHsp40 yeast	BH1578 lux ind	TcdB inh	3CLpro inhibitor	Y pestis TopoI	PriA SSB inh	Anthrax LF prot	PrPC TRFRET	BoNT A protease
O=C(Nc1ccc(S(=O)(=O)N2CCCC2)cc1)c1ccc(F)cc1	-0.6	-3.2	1.3	·	-6.1	-13.0	-5.5	3.1	-0.7
COc1cccc(CNC(=O)CCNC(=O)Cn2ccc3ccccc3c2=O)c1	-1.1	i	·	1.8	5.7	2.7	-5.3	-2.5	-0.9
COc1cc2[nH]c(=O)c(C(=O)NCCCN3CCOCC3)c(O)c2cc1OC	0.9	-0.1	-0.2	-3.8	-1.6	-8.6	-1.3	5.9	2.6
CCCN1CCC(NC(=S)Nc2ccc(S(N)(=O)=O)cc2)CC1	-0.6	-0.2	1.2	1.7	-5.0	-8.6	4.9	1.6	-1.6
Cc1cc(C(=O)NCc2cccc(Cl)c2)c2ccccc2n1	-0.6	i	·	-3.2	0.6	-9.7	-18.0	·	-0.7
CC1CC(C)(C)CC2(C1)NC(=O)N(CC(=O)NCCc1ccc3c(c1)OCCO3)C2=O (stereo not given)	-0.6	-0.3	0.2	-1.4	-1.5	-16.0	-6.2	-1.9	-0.1
COc1ccc(C(=O)Nc2ccc(C(=O)N3CCCC3)cc2)cc1[N+](=O)[O-]	1.0	i	0.0	-0.3	5.8	-7.8	-4.0	-7.3	-0.6
O=C(CSc1ccccc1C(=O)N1CCN(c2ccc([N+](=O)[O-])cc2)CC1)N1CCCC1	1.1	0.1	0.8	·	19.6	-3.6	-1.5	-28.3	1.3
COc1ccc(C(=O)OCC(=O)Nc2cc(C)on2)cc1F	·	0.2	1.3	·	-6.9	·	-9.1	-2.6	0.3
Cc1ccc2c(c1)N(S(=O)(=O)c1ccc(CN3C(=O)c4cccnc4C3=O)cc1)CCO2	5.2	-2.6	0.2	5.7	1.6	-5.9	-1.5	4.6	-1.3
CCOc1ccccc1C1c2cc3c(cc2OC(C)(N2CCCC2)C1C)OCO3 (stereo not given)	2.4	-0.4	0.2	·	-3.3	6.2	2.6	-0.1	-0.5
Cc1sc(-c2ccncc2)nc1OC(=O)c1ccc(F)cc1F	-0.8	-0.1	0.8	0.1	-6.7	-6.7	-2.6	1.0	1.5
CN1CCN(c2ccc(CNC(=O)c3ccco3)cc2)CC1	-1.3	-0.4	1.4	4.0	3.5	-2.8	-4.8	-4.7	-3.8
CCOC(=O)C1(CC)NC(c2ccco2)C2C(=O)N(CC)C(=O)C21 (stereo not given)	-1.2	i	·	0.1	3.9	-3.9	-8.6	-2.1	-0.7
CC(C)CC(NC(=O)C1CCC(=O)N1)C(=O)NC(CC(C)C)C(=O)N1CCCC1C(N)=O (stereo not given)	0.2	i	0.8	3.4	-1.0	-15.2	-5.1	20.7	-4.5
Cc1ccc(CSc2nnc(SCC(=O)N/N=C/C=C/c3ccccc3[N+](=O)[O-])s2)cc1	0.7	-0.3	0.4	2.2	43.1	·	-0.8	6.0	-0.9
COC(=O)CSC1=C(C#N)C(c2ccsc2)CC(=O)N1 (stereo not given)	-1.7	3.8	0.9	2.1	-9.9	7.0&-22.7	0.1	2.4	1.2
Cc1ccc(-c2ccc(CCC(=O)O)o2)cc1	3.8	-3.8	·	4.4	3.6	-3.2	-4.5	-3.4	-0.4
CN(C)c1nc(=Nc2cccc(Cl)c2)ss1	2.1	-1.0	-1.3	0.0	-2.9	-7.5	4.7	0.6	4.1
O=C(O)CCn1cc(C2CC(c3ccccc3)=NN2c2ccccc2)c(-c2ccccc2)n1 (stereo not given)	-0.2	-0.2	-2.0	9.7	14.3	-13.2	-2.7	1.1	0.1
COc1cc(CC(=O)OCC(=O)N2CC(=O)Nc3ccccc32)cc(OC)c1OC	1.4	i	0.5	-1.3	1.0	-2.1	2.3	-5.3	-0.3
O=C(CSc1nnnn1-c1cccc2ccccc12)N1CCOCC1	0.2	6.1	·	-2.1	4.3	-0.6	0.3	-1.2	1.0
O=[N+]([O-])c1cc([N+](=O)[O-])c(Oc2cncc(Cl)c2)cc1NC1CCCCCCC1	-0.4	-0.5	0.8	2.1	2.6	-5.5	-10.3	-1.6	-0.5
CC(C)C(=O)N1CCC1(C)C(=O)NS(=O)(=O)c1cccs1 (stereo not given)	·	i	-0.6	·	-9.1	·	0.9	2.7	0.1
O=C(CC(=O)c1ccccc1O)c1cccc(F)c1	1.0	-0.9	·	-0.6	-3.3	6.7	-3.3	·	-0.5
COCCNC(=O)CSc1nc2ccc(N3CCOCC3)cc2c(=O)n1CCc1ccccc1	-0.7	-0.3	·	-2.4	-0.8	-1.0	-17.0	-8.8	-4.8
Cc1ccnc(NC(=O)CN2C(=O)c3ccccc3C2=O)c1	0.5	-0.1	0.4	-0.1	-10.0	-1.9	0.9	5.9	-1.4
O=C(O)c1cn(-c2ccccc2)nc1-c1ccc(F)cc1	2.0	i	0.9	1.3	-6.9	-7.5	-2.1	1.2	1.4
CC(NC(=O)c1ccc(NC(=O)CC2SC(N3CCCC3)=NC2=O)cc1)c1ccc(S(N)(=O)=O)cc1 (stereo not given)	-1.1	-0.5	-0.6	·	20.3	-6.9	·	6.5	·
COC(=O)C1(Cc2cc(-c3cccc(Br)c3)no2)CCN(C(=O)OC(C)(C)C)CC1	5.3	i	-0.7	5.1	16.1	-3.1	0.8	-2.6	-0.5
COC(=O)c1c(NC(=O)c2nc3nc(C)cc(C(F)F)n3n2)sc2c1CCC2	-0.1	-6.7	·	-4.1	-0.5	-9.2	-0.1	1.1	1.2
Cc1cc(C)c(NC(=O)c2sc3nc4c(cc3c2N)C(=O)CC(C)(C)C4)c(C)c1	4.5	-0.2	·	-3.7	19.8	10.6	0.5	-4.6	0.0
C(=Cc1cnnc2ccccc12)c1ccccc1	-0.7	i	1.3	·	6.5	3.6	-0.5	-20.4	0.7
c1ccc(CNc2nc(NCCOc3ccccc3)c3sccc3n2)cc1	·	-0.5	0.8	·	2.5	·	-3.6	11.6	-0.3
CC(C)(C)c1ccc(C(=O)NCc2ccc(Cl)cc2)cc1	-0.8	-0.9	·	1.0	-0.8	1.1	-1.4	-4.7	-0.6
CCOC(=O)CC(=O)CSc1nc2ccc(C)cc2cc1C#N	2.0	-1.8	1.5	-0.6	-2.1	-15.9	-1.5	-0.1	5.6
